# HepG2 tox = kills HepG2 cells in TGF-b inhibitor counter-screen. HepG2 CAGA-GFP viability, ATP luminescence, 18 h. Potency, µM (titrated, usually from 46.1 µM), inactives show top-dose activity change, negative = cytotoxicity, most hits filed as cytotoxic. actives 0.76% (n = 410,000). AID 588856; note: potency is the fitted concentration of half-maximal effect; some results filed as inactive show a strong effect at the top dose
#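 CellTiter-Glo luminescence gave cytotoxicity after 18 hours at 37 degrees C. The cells were HepG2 CAGA-GFP in 1% FBS DMEM, stimulated with 500 pg/mL TGF-beta after compound addition. %Activity was normalised to no-cell wells (complete cell-killing) and DMSO (no toxicity), and curves were fitted and classified.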
# ATXN2 expr inh = ATXN2 expression inhibition. actives 0.72% (n = 360,000). Potency, µM (highest dose often 57 µM), for the others: at the top dose activity change, negative = inhibition, usual class: inhibitors. HEK-293 ATXN2-luciferase reporter, luminescence, 24 h. AID 1745845; note: potency is the fitted concentration of half-maximal effect; % is set by controls: 0 for no effect and ±100 for the full control effect; nearly all actives have a fitted effect of over 55% in size
#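 ATXN2-luciferase reporter cells (luciferase flanked by upstream and downstream ATXN2 gene portions) were treated 24 h at 37 °C with compounds at up to 57 uM. SteadyGlo luminescence gave expression; GF-AFC fluorescence gave viability.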
# MCF10A rerep = induces DNA re-replication in MCF 10a normal breast cells. MCF 10A DNA re-replication, Hoechst nuclear intensity, 48 h. Potency, µM (doses to about 46.1 µM), without a hit: at the top dose activity, positive = re-replication, actives largely listed as activators. actives 2.9% (n = 350,000); note: potency is the fitted concentration of half-maximal effect; % of control where 0% means no effect; nearly all actives have a fitted effect of over 50% in size
# HT1080 IDH1KD tx = kills HT-1080 cells with IDH1 knockdown; Potency, µM (highest dose often 46.1 µM), without a hit: at the top dose activity, negative = toxicity, usual class: cytotoxic; HT-1080 IDH1 knockdown viability, ATP luminescence, 48 h; actives 2% (n = 360,000);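 note: potency is the fitted concentration of half-maximal effect; 0% = DMSO wells and -100% = cell-free medium wells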
#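 % activity derives from luminescence (CellTiter-Glo), normalised to DMSO and no-cell wells. HT-1080-IDH1KD cells, 750/well, had 48 h compound exposure at 37 °C.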
# HT1080-NT tox = kills 2HG-producing HT-1080-NT fibrosarcoma cells; HT-1080-NT fibrosarcoma viability, CellTiter-Glo ATP luminescence, 48 h; actives 1.6% (n = 360,000); Potency, µM (titrated, usually from 46.1 µM), for the others: top-dose activity, negative = less viability, actives largely listed as cytotoxic;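 note: NT is the 2HG producing partner of a matched IDH1 knockdown line; potency is the fitted concentration of half-maximal effect; 0% = DMSO-treated cells and -100% = media-only wells without cells; nearly all actives have a fitted effect of over 55% in size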
#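 Fibrosarcoma NT cells, 750 per well in 5% FBS RPMI, were exposed to compound for 48 hours. Viability: CellTiter-Glo luminescence.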
# SW480 rereplic = inducers of DNA re-replication in SW480 colon cancer cells. actives 1.8% (n = 340,000). SW480 DNA re-replication, Hoechst DNA content imaging, 48 h. Potency, µM (titrated, usually from 46.1 µM), inactives show top-dose re-replication activation, hits mostly activators; note: potency is the fitted concentration of half-maximal effect; % of control where 0% means no effect; nearly all actives have a fitted effect of over 55% in size
#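 Per well, 250 cells were exposed to pinned compound for 48 hr. Nuclear DNA was visualised with Hoechst (40 min, 37 C) and total object intensity recorded by fluorescence scanning.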
# S2 tox = reduces viability in counter-screen for ATXN expression inhibitors; Potency, µM (titrated, usually from 56.7 µM), usual class: cytotoxic; S2 cells (HEK-293 line with an ATXN2-luciferase reporter) viability, CellTiter-Fluor protease fluorescence, 24 h; actives 0.49% (n = 400,000); note: potency is the fitted concentration of half-maximal effect; nearly all actives have a fitted effect of over 40% in size
# KB-3-1 cytotox = kills parental KB-3-1 adenocarcinoma cells. Potency, µM (top dose mostly 46.1 µM), without a hit: at the top dose activity change, negative = cytotoxic, actives largely listed as cytotoxic. actives 1.4% (n = 400,000). AID 1347075. KB-3-1 viability, CellTiter-Glo ATP luminescence, 72 h; note: potency is the fitted concentration of half-maximal effect; % is set by controls: 0 for no effect and ±100 for the full control effect; nearly all actives have a fitted effect of over 60% in size
#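 Here the drug-naive KB-3-1 line serves as comparator for MDR sub-line selectivity; cells received compound titrations, 72 h at 37 °C, then CellTiter-Glo readout.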
# IL1B secr inh = inhibitors of inflammasome signaling (IL-1 beta secretion); AID 743279; THP-1 LPS/ATP IL-1B secretion, AlphaLISA, 16 h; stronger effect = lower value; activity change, % at 57.5 µM; actives 4.7% (n = 360,000); in the data active = activity change below about -50%; inconclusive = mostly about -30% to -49%; note: % is set by controls: 0 for no effect and ±100 for the full control effect
#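 THP-1 cells pretreated 1 hr with compounds (up to 57.5 uM final), then stimulated with LPS (250 ng/mL final) plus ATP (1.25 mM final); secreted IL-1B measured by AlphaLISA after 16 hr, decreased signal indicating inhibition.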
# An asterisk follows results filed as active; i = inactive; ? = inconclusive; · = not tested or not shown; & = joins results of further samples; [ ] = another dose, or the depositor's remark. Unless noted, calls come from the whole dose curve; as a rule, active = well fitted curve in the direction sought with a large enough effect; inconclusive = small, poorly fitted or top-dose-only effect, or another doubt; inactive = no such curve, though single readings can be large; an effect the other way counts as inactive or inconclusive.
# Every second line gives: HepG2 tox | ATXN2 expr inh | MCF10A rerep | HT1080 IDH1KD tx | HT1080-NT tox | SW480 rereplic | S2 tox | KB-3-1 cytotox | IL1B secr inh
- COc1ccc2c(c1)c(/C=N/Nc1ccc(C(=O)O)cc1)c(C)n2C
  -2% | · | 2% | 11% | 11% | -1% | i | 2% | 13
- Cc1ccc(C)c(S(=O)(=O)N2CCN(C(=O)c3ccc(OCc4c(C)noc4C)cc3)CC2)c1
  14µM* | 0% | 17% | -9% | -3% | -1% | i | -6% | -6
- O=C(CNC(=O)c1nc[nH]c1C(=O)N1CCNCC1)OCc1ccccc1
  6% | 6% | 10% | 0% | -1% | -11% | i | 23% | 7
- c1ccc2c(c1)CCc1ccccc1C2=C1CCNCC1
  -41% | -22% | -6% | -18% | -25% | 21% | i | ? | -66*
- O=C(NNC(=S)NC(=O)c1ccc(F)cc1)c1ccncc1
  -1% | -35% | 11% | -26% | -10% | 5% | i | -2% | 0
- COc1ccc2nc(C(F)(F)C(F)(F)F)c(C#N)c(N)c2c1
  0% | 7% | 2% | -15% | -4% | -1% | i | -2% | -21
- COc1ccc(N2C(=O)c3ccccc3NC2c2ccc(OC)c(COc3ccccn3)c2)cc1 (stereo unspecified)
  -26%&2% | 28% | 1% | 5% | -1% | 18% | i | ? | -12
- COc1ccc(N/C=C2\C(=O)CCc3c2oc2cc(Cl)c(O)c(Cl)c32)cc1
  -25% | · | ? | -2% | 7% | 23% | ? | -7% | -13
- Nc1nc(N)c2cc(S(=O)(=O)c3ccc4ccccc4c3)ccc2n1
  -75% | · | · | 3.3µM* | 8.2µM* | · | i | -15% | 8
- COc1ccc(/C(C)=N/NS(=O)(=O)c2ccccc2)c(OC)c1
  3% | -15% | -3% | 9% | 7% | -2% | i | 3% | 1
- COc1cccc(OCCNC(=O)CSc2ccc(C(F)(F)F)cc2[N+](=O)[O-])c1
  1% | 3% | ? | 3% | 2% | 1% | i | 14% | 26
- Cc1ccc(NC(=O)CC(C)N2CCCC2)cc1 (stereo unspecified)
  -1% | 3% | 0% | 9% | 0% | 2%[9.22 µM] | i | -6% | 15
- O=C(Cc1ccccc1)NCC(=O)OCc1ccc([N+](=O)[O-])cc1
  -1% | 2% | -2% | 5% | 18% | -4% | i | 4% | 2
- Cc1ccc(C(=O)N/C(=C\c2ccc(Cl)cc2)C(=O)NCC2CCCO2)cc1 (stereo unspecified)
  -3% | -14% | -1% | 15% | -2% | 19% | i | 2% | 0
- COc1ccccc1-c1cc2nc(C)c(CCC(=O)NCc3ccc(F)cc3)c(C)n2n1
  1% | -24% | ? | 6% | -1% | -3% | i | -13% | 16

# Remaining list, next part.
# Every second line gives: HepG2 tox | ATXN2 expr inh | MCF10A rerep | HT1080 IDH1KD tx | HT1080-NT tox | SW480 rereplic | S2 tox | KB-3-1 cytotox | IL1B secr inh
- CC(NC(=O)CSc1nc(=O)cc(N)n1-c1ccccc1)c1ccccc1 (stereo unspecified)
  5% | 2% | 0% | 21% | 23% | 1% | i | 12% | 15
- COc1ccc(CCN2C(=O)CSC2c2cccc([N+](=O)[O-])c2)cc1OC (stereo unspecified)
  -3% | -15% | 12% | -13% | -10% | -1% | i | -11% | -1
- c1ccc(CNc2ccccn2)cc1
  1% | · | -4% | -10% | 0% | -7% | i | 6% | 6
- CCN=C1NN=C(c2c[nH]c3ccccc23)CS1
  -8% | -28% | 1% | -16% | -24% | 0% | i | 17% | -106*
- CS(=O)(=O)Nc1ccc2c(c1)C(=O)OC2
  8% | 18% | 5% | 1% | 17% | -4% | i | -3% | 7
- COc1ccc(Cn2c(SCc3ccc(C(=O)NC(C)C)cc3)nc3cccnc32)cc1
  -43% | -7% | · | · | · | · | i | -9% | ·
- CC1(C)CC(=O)C(c2c[nH]c3ccccc23)C(=O)C1
  7% | 5% | 2% | 4% | 1% | -4% | i | 5% | -18
- CCCCn1c(CCC(=O)O)nc2cc(S(=O)(=O)N(CC)CC)ccc21
  -11% | 3% | -2% | 2% | 9% | 17% | i | 4% | -5
- COc1ccc(N2CC(C(=O)N[C@@H](CC(C)C)C(=O)NC3CCCCC3)CC2=O)cc1 (stereo partly specified)
  -3% | -5% | 9% | 16% | 8% | -4% | i | 18% | 3
- CN(C)C(CNC(=O)c1sc2ccccc2c1Cl)c1ccco1 (stereo unspecified)
  -1% | · | · | -18% | -13% | · | ? | -1% | -29
- Cc1ccccc1Nc1sc(C(=O)c2ccc3c(c2)OCO3)c(N)c1S(=O)(=O)c1ccccc1
  0% | -6% | · | · | · | · | i | ? | ·
- O=C(Cn1nnc(-c2ccc3c(c2)OCO3)n1)NCc1ccccc1
  -32% | -2% | 1% | 4% | -24% | -1% | i | 11% | 14
- COc1ccc(-n2c(Cc3cccn3C)nnc2SCC(=O)Nc2ccc(C)cc2C)cc1
  -17% | -2% | ? | 4% | -1% | ? | i | ? | 28
- COc1ccc(Br)cc1/C=C1\Oc2ccccc2NC1=O
  -14% | · | 10% | 8% | -6% | 9% | i | -2% | 6
- CC(C)NC(=O)C1(C)CN(S(C)(=O)=O)CC(=O)N1CCc1ccc(O)cc1 (stereo unspecified)
  · | · | · | 22% | 27% | · | · | 9% | 21

# Exported as tab-separated lines: 13 of the compounds above
Structure	HepG2 tox	ATXN2 expr inh	MCF10A rerep	HT1080 IDH1KD tx	HT1080-NT tox	SW480 rereplic	S2 tox	KB-3-1 cytotox	IL1B secr inh
COc1ccccc1-c1cc2nc(C)c(CCC(=O)NCc3ccc(F)cc3)c(C)n2n1	1%	-24%	?	6%	-1%	-3%	i	-13%	16
CC(NC(=O)CSc1nc(=O)cc(N)n1-c1ccccc1)c1ccccc1 (stereo unspecified)	5%	2%	0%	21%	23%	1%	i	12%	15
COc1ccc(CCN2C(=O)CSC2c2cccc([N+](=O)[O-])c2)cc1OC (stereo unspecified)	-3%	-15%	12%	-13%	-10%	-1%	i	-11%	-1
c1ccc(CNc2ccccn2)cc1	1%	·	-4%	-10%	0%	-7%	i	6%	6
CCN=C1NN=C(c2c[nH]c3ccccc23)CS1	-8%	-28%	1%	-16%	-24%	0%	i	17%	-106*
CS(=O)(=O)Nc1ccc2c(c1)C(=O)OC2	8%	18%	5%	1%	17%	-4%	i	-3%	7
COc1ccc(Cn2c(SCc3ccc(C(=O)NC(C)C)cc3)nc3cccnc32)cc1	-43%	-7%	·	·	·	·	i	-9%	·
CC1(C)CC(=O)C(c2c[nH]c3ccccc23)C(=O)C1	7%	5%	2%	4%	1%	-4%	i	5%	-18
CCCCn1c(CCC(=O)O)nc2cc(S(=O)(=O)N(CC)CC)ccc21	-11%	3%	-2%	2%	9%	17%	i	4%	-5
COc1ccc(N2CC(C(=O)N[C@@H](CC(C)C)C(=O)NC3CCCCC3)CC2=O)cc1 (stereo partly specified)	-3%	-5%	9%	16%	8%	-4%	i	18%	3
CN(C)C(CNC(=O)c1sc2ccccc2c1Cl)c1ccco1 (stereo unspecified)	-1%	·	·	-18%	-13%	·	?	-1%	-29
Cc1ccccc1Nc1sc(C(=O)c2ccc3c(c2)OCO3)c(N)c1S(=O)(=O)c1ccccc1	0%	-6%	·	·	·	·	i	?	·
O=C(Cn1nnc(-c2ccc3c(c2)OCO3)n1)NCc1ccccc1	-32%	-2%	1%	4%	-24%	-1%	i	11%	14

# More entries follow.
# Every second line gives: HepG2 tox | ATXN2 expr inh | MCF10A rerep | HT1080 IDH1KD tx | HT1080-NT tox | SW480 rereplic | S2 tox | KB-3-1 cytotox | IL1B secr inh
- CC(C)S(=O)(=O)NC(=O)C1(C)CCN1C(=O)Cc1ccccc1Cl (stereo unspecified)
  5% | 10% | · | ? | 9% | · | i | 0% | 24
- Cc1ccc(S(=O)(=O)CC(O)COc2ccc(F)cc2Cl)cc1 (stereo unspecified)
  -22% | 1% | 0% | -17% | -8% | -2% | i | 4% | -8
- Cc1cccc(S(=O)(=O)Nc2nc3ccccc3nc2Nc2ccc3c(c2)OCO3)c1
  -4% | -15% | ? | -19% | -20% | -9% | i | -6% | 12
- CCc1ccccc1Oc1nc(NCCOC)nc2cc(-c3ccccc3)sc12
  -5% | 5% | · | 4% | -3% | · | i | 0% | -25
- COc1cc(C(=O)Nc2ccc3nn(-c4ccc(F)cc4)nc3c2)cc(OC)c1OC
  3% | -8% | · | · | · | · | i | 1% | ·
- CC(C)NC(=O)N(C)C[C@H]1Oc2ccc(NS(=O)(=O)c3ccc(Cl)cc3)cc2CC(=O)N([C@@H](C)CO)C[C@@H]1C
  -22% | -2% | 4% | 5% | 11% | -77%[inhibitor] | i | 12% | 18
- Cc1ccc(NC(=O)C2CCN(S(=O)(=O)c3c(C)nn(C)c3C)CC2)c(Cl)c1
  4% | -38% | 8% | -2% | -2% | 1% | i | 2% | 0
- CC1CCCC(C)N1C(=O)CSc1nc(N)cc(N)n1 (stereo unspecified)
  -4% | 11% | -7% | -1% | 4% | -29% | i | -10% | -20
- COC(=O)C1=C(C)N(CCc2ccccc2)C(=O)C1(NS(=O)(=O)c1ccc(NC(C)=O)cc1)C(F)(F)F (stereo unspecified)
  -21% | -8% | 15µM* | 6.3µM* | 10µM* | 3.3µM* | i | 4% | -1
- COc1ccc(NC(=O)c2cc(-c3cc(F)ccc3OC(C)C)n[nH]2)cc1OC
  -20% | -32% | · | ? | -25% | · | ? | 0% | -18
- CC1CC(C)(C)N(C(=O)NC2CCCCC2)c2ccccc21 (stereo unspecified)
  -40% | 1% | 14% | -1% | -4% | 1% | i | 1% | 0
- O=C(C1CC(=O)N(C2CCCC2)C1)N1CCN(c2cccc(C(F)(F)F)c2)CC1 (stereo unspecified)
  -23% | 0% | 0% | -2% | -9% | -62% | i | -4% | -9
- CCCCC(=O)N(C)c1c(CC)nc2c(OCCOc3ccc(F)cc3)cccn12
  -35% | ? | · | -12% | -2% | · | i | 0% | -23

# Screens from PubChem.

# The order is random. Share with any hit: about 8.9%.
